MBNL1-CUG inh: blocks human MBNL1 binding to CUG repeat RNA | 280,000 compounds, 0.036% hits | Q9NR56 | TR-FRET MBNL1-His/biotin-(CUG)12 binding, 665/545 ratio | AID 2675 | Potency, µM (doses to about 57.5 µM), for the others: top-dose activity change, negative = inhibition, most hits filed as inhibitors; active means well fitted inhibition curve with a large enough effect in the signal ratio, with a control signal flat, not every such curve was filed as active; inconclusive means small, poorly fitted or top-dose-only effect, or effect the other way, or a change in a side signal; inactive means no such curve, though single readings can be large or run the other way; the % refers to the signal ratio; further: potency means the concentration at half of the fitted maximal effect; on the % scale 0 is the no-effect control and ±100 the full control effect
Target sequence (Q9NR56 whole entry, looked up): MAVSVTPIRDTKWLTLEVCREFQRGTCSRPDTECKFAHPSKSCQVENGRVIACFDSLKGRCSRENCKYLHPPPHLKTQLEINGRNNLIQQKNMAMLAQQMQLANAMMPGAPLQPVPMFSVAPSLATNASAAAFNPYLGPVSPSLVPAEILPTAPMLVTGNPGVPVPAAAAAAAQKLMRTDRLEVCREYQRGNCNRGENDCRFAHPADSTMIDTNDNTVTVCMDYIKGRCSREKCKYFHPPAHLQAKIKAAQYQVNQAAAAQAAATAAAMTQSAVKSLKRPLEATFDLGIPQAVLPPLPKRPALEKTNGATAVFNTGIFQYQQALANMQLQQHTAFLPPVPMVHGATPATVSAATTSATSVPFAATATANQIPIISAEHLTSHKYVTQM
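TR-FRET between His-tagged MBNL1 and biotin-(CUG)12 RNA, detected with Tb anti-His antibody (0.055 ng/ul) and streptavidin-XL665 (5 nM), 60 min at room temperature. Compounds titrated 92 nM to 58 uM; 665/545 nm ratio normalized to buffer and complex controls.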
TCR act: activators of T cell receptors; AID 504894; primary human leukocytes, anti-CD3, IL-2 HTRF, 48 h; Potency, µM (top dose mostly 9.22 µM), inactives show top-dose activation of IL-2 secretion, hits mostly activators; 330,000 tested, under 10 active; further: % of control where 0% means no effect
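IL-2 release read by HTRF sandwich (Eu cryptate donor, d2 acceptor, 665 nm emission) after 48 hr exposure of primary human leukocytes to compound together with anti-CD3 beads in the absence of co-stimulatory signals.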
AT treatment: potential ataxia-telangiectasia treatment; […] A-T fibroblasts, KAP-1 phosphorylation AlphaLISA; neocarzinostatin DNA damage 30 min before lysis; Potency, µM (titrated, usually from 57.5 µM), inactives show at the highest dose activation, most hits filed as activators; 320,000 compounds, 0.19% hits; further: potency means the concentration at half of the fitted maximal effect; % of control where 0% means no effect; nearly all actives have a fitted effect of over 45% in size
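ATM-like activity read as KAP-1 phosphorylation via AlphaLISA donor/acceptor antibody pairs after lysis and 6 hr at 25C. Cells were ATM-null patient fibroblasts ([…], hTERT), dosed 60 min, then exposed to the DSB inducer NCS for 30 min.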
CXXC DNA block: blocks binding of human MLL CXXC domain to DNA; MLL-CXXC / FITC-HOXA9 DNA fluorescence polarization; Potency, µM (series often up to 115 µM), for the others: at the highest dose activity change, negative = inhibition, most hits filed as inhibitors; 290,000 compounds, 0.037% hits; AID 2662; active means well fitted inhibition curve with a large enough effect in the polarisation, with a control signal flat, not every such curve was filed as active; inconclusive means small, poorly fitted or top-dose-only effect, or effect the other way, or a change in a side signal; inactive means no such curve, though single readings can be large or run the other way; the % refers to the polarisation; further: potency means the concentration at half of the fitted maximal effect
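Purified MLL-CXXC (added from a 7 uM solution) was preincubated 5 min at ambient with pinned compounds in 50 mM Tris-HCl pH 7.5, 50 mM NaCl, 1 mM DTT, 0.05% BSA. Fluorescein-labeled HOX-A9 DNA (50 nM solution) followed, 30 min, then polarization read.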
Mito fusion act: blocks mitochondrial division or promotes mitochondrial fusion; S. cerevisiae fusion-defective mutant growth rescue, CellTiterGlo 48 h; Potency, µM (highest dose often 46.1 µM), inactives show at the top dose growth rescue (activation), actives largely listed as activators; 320,000 compounds, 0.23% hits; AID 485298;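 further: potency means the concentration at half of the fitted maximal effect; % of control where 0% means no effect; nearly all actives have a fitted effect of over 45% in size; temperature-sensitive fusion mutants such as fzo1-1 at 37 °C on non-fermentable ethanol glycerol medium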
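Temperature-sensitive fusion-defective S. cerevisiae (e.g. fzo1-1, mgm1-5) were grown with compound in YPEG medium (3% ethanol, 3% glycerol) for 48 hours at 37C. Growth rescue was measured as viability by CellTiterGlo luminescence after 10 minutes at ambient.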
Menin-MLL TR inh: inhibitors of human menin-MLL interaction, mutant MLL peptide | O00255 | Menin + Texas Red MLL mutant peptide, fluorescence polarization | Potency, µM (highest dose often 61.6 µM), for inactives: at the top dose FP activity change, negative = inhibition, usual class: inhibitors | 270,000 compounds, 0.23% hits | AID 1768; active means well fitted inhibition curve with a large enough effect in the polarisation, with a control signal flat, not every such curve was filed as active; inconclusive means small, poorly fitted or top-dose-only effect, or effect the other way, or a change in a side signal; inactive means no such curve, though single readings can be large or run the other way; the % refers to the polarisation; further: potency means the concentration at half of the fitted maximal effect; % of control where 0% means no effect; many of its hits are not listed in these tables
PTAP TSG101 blk: blocks PTAP/TSG101 interaction to inhibit HIV-1 budding; Q99816; Fluorescence polarization, FITC-PTAP peptide / Tsg101 binding; Potency, µM (top dose mostly 115 µM), for the others: at the highest dose activity change, negative = inhibition, actives largely listed as inhibitors; 340,000 tested, under 10 active; AID 493005; active means well fitted inhibition curve with a large enough effect in the main read-out, with a control signal flat, not every such curve was filed as active; inconclusive means small, poorly fitted or top-dose-only effect, or effect the other way, or a change in a side signal; inactive means no such curve, though single readings can be large or run the other way; further: potency means the concentration at half of the fitted maximal effect; % of control where 0% means no effect
Target sequence (Q99816 whole entry, looked up): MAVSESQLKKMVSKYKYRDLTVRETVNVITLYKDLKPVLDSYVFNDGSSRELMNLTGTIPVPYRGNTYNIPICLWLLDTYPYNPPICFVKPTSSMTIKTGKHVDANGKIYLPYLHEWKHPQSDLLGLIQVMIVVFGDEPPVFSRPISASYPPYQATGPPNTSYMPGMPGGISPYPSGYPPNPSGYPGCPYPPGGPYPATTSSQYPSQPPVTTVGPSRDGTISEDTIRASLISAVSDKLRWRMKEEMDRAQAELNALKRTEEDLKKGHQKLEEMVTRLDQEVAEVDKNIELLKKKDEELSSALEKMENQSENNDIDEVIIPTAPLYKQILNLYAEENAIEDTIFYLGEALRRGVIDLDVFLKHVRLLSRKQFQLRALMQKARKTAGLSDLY
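Tsg101 binding domain (10 uM final) was mixed with compound and a FITC-labeled PTAP peptide (50 nM final) in HEPES pH 7.5 buffer with NaCl, Tween 20, EDTA and TCEP; fluorescence polarization was read after 20 min at r.t.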
ASM inhibitor: inhibitors of human secretory acid sphingomyelinase; P17405; placental ASM, HMU-PC fluorogenic substrate, 60 min; Potency, µM (series often up to 57.5 µM), for the others: at the top dose activity change, negative = inhibition, actives largely listed as inhibitors; 340,000 compounds, 0.006% hits; further: potency means the concentration at half of the fitted maximal effect
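Human placenta-derived ASM enzyme was preincubated with compound for 10 minutes at room temperature, then given fluorogenic substrate HMU-PC0 (9 uM final) for 60 minutes at 37 °C; a pH 10 stop preceded fluorescence reading at Ex 386/Em 447 nm.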
a7 integrin act: integrin-mediated muscular dystrophy alleviation activation; alpha7betagal myoblasts, beta-gal FDG fluorescence, 48 h; Potency, µM (series often up to 38.3 µM), for inactives: at the highest dose activation, actives largely listed as activators; 350,000 compounds, 0.064% hits;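 further: potency means the concentration at half of the fitted maximal effect; 100% = response of the positive control SU9516; nearly all actives have a fitted effect of over 60% in size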
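Alpha7betagal+/- myoblasts (passage 13) were plated 16-24 hr, then exposed to compounds (1:260 dilution of DMSO stock) for 48 hours at 37C. After MPER lysis, β-galactosidase reporter activity was read as FDG fluorescence (ex 480/em 540) after 30 minutes.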
TSHR antag: human thyrotropin receptor antagonism | P16473 | TSHR-expressing cells, TSH-stimulated cAMP HTRF, 2 h; stronger effect = lower value | 330,000 compounds, 0.2% hits | activity change, negative = inhibition, % at 11.5 µM;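 active means activity change below a set negative limit, meaning inhibition stronger than a set level, cut at about -70% in these data; inconclusive means activity change between two set negative limits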; further: on the % scale 0 is the no-effect control and ±100 the full control effect
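Antagonism was scored as loss of TSH-driven cAMP in TSHR cells, stimulated with 4nM TSH (EC80) for 2 hours at 37 deg C and detected by homogeneous HTRF competition immunoassay.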
Starred values were filed as active, the others as inactive; u = inconclusive; x = not tested or not shown; [ ] = remark or other dose. Unless noted, the call rests on the fitted dose curve; in most records, active means well fitted curve in the direction sought with a large enough effect; inconclusive means small, poorly fitted or top-dose-only effect, or another doubt; inactive means no such curve, though single readings can be large; an effect the other way counts as inactive or inconclusive. Not all compounds are listed. The share of hits here may be higher or lower than overall.

SMILES	MBNL1-CUG inh	TCR act	AT treatment	CXXC DNA block	Mito fusion act	Menin-MLL TR inh	PTAP TSG101 blk	ASM inhibitor	a7 integrin act	TSHR antag
COc1ccc(CNS(=O)(=O)c2c(C(=O)N3CCCCC3)c(C)n(C)c2C)cc1	-2.7%	-1.0%	3.0%	-0.3%	-2.8%	-19.3%	-1.0%	-3.1%	-30.3%	-3.5
COC1OC2COC(c3ccccc3)OC2C2OC12 (stereo not drawn)	x	2.7%	x	x	x	x	-6.3%	3.6%	8.1%	x
COCCN(CC(=O)NC1CCCCC1)C(=O)CCCC(=O)Nc1ccccn1	4.4%	-1.6%	8.5%	-0.8%	-7.4%	-23.2%	0.3%	2.0%	-0.5%	6.5
O=S(=O)(CC(O)COc1ccccc1Cl)c1ccccc1 (stereo not drawn)	-13.8%	-2.1%	0.4%	24.7%	2.5%	0.5%	-4.8%	-3.4%	-2.3%	2.9
Cn1cnc2c(cnn2C)c1=N	x	-1.4%	x	x	x	x	-1.4%	-2.6%	-5.4%	x
O=C(CSc1ccc2ccccc2c1)Nc1ncccn1	-19.7%	-14.5%[46.1 µM]	3.2%	-4.7%	-8.4%	20.9%	-2.5%	5.3%	24.7%	9.4
CN1\C(=C/C=C/C=C/C=[N+](C)C)C(C)(C)c2ccccc21	u	-11.4%	-1.0%	100.2%[activator]	-7.8%	u	50.4%[activator]	u	-88.4%[inhibitor]	-9.2
COc1ccc(CCNC(=O)CCC(=O)NC2CCCCC2)cc1OC	-6.8%	x	-2.8%	-2.6%	-1.2%	-2.0%	-3.2%	3.2%	-56.7%[inhibitor]	26.4
O=C(Nc1nccs1)c1ccc(S(=O)(=O)N2CCCCC2)cc1	-2.1%	-2.6%	-5.4%	-1.9%	7.2%	16.3%	-4.5%	-1.6%	-15.2%	-0.1
CN(c1ccc(C(=O)Nc2cccc(O)c2)cc1)S(=O)(=O)c1ccccc1	4.7%	3.3%	8.0%	6.5%	2.8%	u	-1.4%	-1.3%	-15.7%	-12.6
O=C(O)C1CCCN(C(=O)c2cccc3ccccc23)C1 (stereo not drawn)	1.0%	-1.3%	4.5%	27.6%	3.9%	12.6%	-0.9%	1.8%	8.3%	-10.7
COc1cc(C2c3c([nH]c(=O)[nH]c3=O)Nc3ccc4ccccc4c32)cc(OC)c1OC (stereo not drawn)	-3.4%	-2.5%	-2.4%	-9.1%	11.7%	u	-21.2%	11.9%	-10.4%	-6.2
CCn1c(=O)c([N+](=O)[O-])c(NC2CCS(=O)(=O)C2)c2ccccc21 (stereo not drawn)	u	0.2%	6.9%	-8.1%	2.1%	x	0.2%	0.6%	7.7%	10.7
CC(C)NC(=O)Cn1nnc(-c2cccc(NC(=O)c3ccccc3F)c2)n1	5.8%	-3.3%	2.1%	-3.0%	1.3%	-12.1%	-5.9%	1.8%	22.8%	-0.9
COC(=O)N/N=C\c1ccc(-c2cc(Cl)c(Cl)cc2Cl)o1	-1.3%	-4.5%[46.1 µM]	-4.0%	32.0%[activator]	-4.6%	6.9%	-6.4%	16.0%	9.4%	-4.3
Cn1c(=O)c2[nH]c(SCCN3CCOCC3)nc2n(C)c1=S	x	-1.9%	x	x	x	x	-0.1%	10.5%	11.1%	x
CCn1c(C(=O)N2CCC(Cc3ccccc3)CC2)cc2sccc21	0.1%	x	2.7%	-5.3%	-3.4%	1.1%	-0.3%	-8.9%	5.2%[7.66 µM]	-11.1
CCOC(=O)C1CCN(CC(=O)Nc2c(C(=O)OC)[nH]c3ccc(Cl)cc23)CC1	5.3%	9.2%	-2.5%	1.5%	15.1%	25.4%	-4.5%	1.5%	-51.2%[inhibitor]	-26.2
CCc1cc(=O)oc2cc(C)cc(OCC(=O)N3CCC[C@@H]3C(=O)O)c12	-15.8%	2.7%	3.0%	11.5%	-3.4%	0.1%	1.4%	6.8%	-2.0%	14.1
Cc1cc(NC(=O)CN2C(=O)NC(c3ccccc3)(c3ccc(C)c(C)c3)C2=O)no1 (stereo not drawn)	x	9.1%	8.9%	x	5.9%	x	-11.8%	-7.8%	4.1%	53.8
COc1ccc(CC(=O)Nc2nnc(SCc3ccccc3)s2)cc1S(=O)(=O)N1CCOCC1	-0.4%	4.3%	3.2%	7.5%	0.4%	x	0.7%	-8.3%	-8.2%	-18.6
CSc1nsc(SCC(=O)Nc2c(C)n(C)n(-c3ccccc3)c2=O)n1	-8.0%	-1.5%	8.0%	22.9%	0.8%	12.2%	-5.3%	4.3%	31.4%	0.1
O=C1N=C(N2CCOCC2)S/C1=C\C=C/c1ccccc1	u	3.6%	-4.3%	3.9%	2.8%	34.1%[activator]	-5.4%	13.1%	-27.4%	-16.0
Cc1ccccc1OCC(=O)Nc1nnc(C2CCCC2)s1	-4.3%	-2.2%	6.7%	4.4%	-2.5%	x	-0.1%	-0.6%	37.3%	18.4
NS(=O)(=O)c1ccc(N2C(=O)C(=O)/C(=C(/O)c3ccccc3)C2c2ccc(Cl)cc2)cc1 (stereo not drawn)	u	-4.8%	2.5%	2.6%	-3.0%	x	-0.7%	0.2%	1.1%	2.0
N#Cc1ccc(C(=O)NCC2CCCCC2)cc1	2.5%	-0.4%	3.8%	-6.0%	-0.5%	1.6%	0.1%	-0.5%	-21.8%	-4.1
Cc1ccccc1NC(=O)CN1C(=O)C2C3CC(C(Br)C3Br)C2C1=O (stereo not drawn)	-4.6%	-5.9%[46.1 µM]	2.6%	10.2%	-1.3%	u	-1.5%	-0.5%	-5.3%	-0.8
COC(=O)c1ccc(C2/C(=C(/O)c3ccc(OC)cc3)C(=O)C(=O)N2CC2CCCO2)cc1 (stereo not drawn)	-3.3%	2.1%	-6.5%	2.8%	-2.4%	-0.6%	-2.4%	-0.1%	-5.2%	-5.6
CCn1c(SC(C)C(=O)Nc2ccc(N3CCOCC3)cc2)nnc1-c1ccco1 (stereo not drawn)	x	-3.9%	10.0%	x	14.4%	x	-0.7%	-0.1%	1.0%	36.2
COc1cccc(CN(CC(=O)NCC2CCCO2)C(=O)CCC(=O)Nc2cc(C)on2)c1 (stereo not drawn)	1.6%	-3.9%	-6.3%	-0.3%	-6.9%	-2.7%	-8.8%	-0.5%	10.7%	5.9
COc1ccc(NC(=O)C2C(=O)N(C)C3(C)CC2c2ccccc2O3)cc1 (stereo not drawn)	-9.0%	-1.7%	-2.3%	3.0%	7.7%	5.7%	-2.2%	-0.2%	8.7%	-6.1
COc1ccc(CNC(=O)c2nn(C)c3c2CS(=O)(=O)c2ccccc2-3)cc1	1.6%	2.2%	1.0%	7.9%	u	7.1%	-3.3%	u	24.0%	-6.2
CCc1ccc(C(C(=O)NCc2ccc(F)cc2)N(C(=O)c2csnn2)C2CC2)cc1 (stereo not drawn)	-7.5%	3.7%	1.3%	0.9%	-6.8%	1.7%	-1.4%	-2.8%	4.0%	-4.7
C=CCn1c(=O)c2ccccc2n2c(SCC(=O)Nc3sc(C)c(CC)c3C(=O)OCC)nnc12	x	1.0%[46.1 µM]	-9.0%	-7.4%	8.8%	0.6%	1.8%	-8.7%	3.4%	-4.8
CCCN1CN(c2ccccc2)C(=S)N(c2ccccc2)C1	0.3%	0.0%	1.12µM*	-12.1%	-10.6%	x	-1.3%	6.5%	-15.3%	29.7
CCN(CC)C(=S)SC1CCCCN(C(=O)c2ccccc2)C1=O (stereo not drawn)	x	-0.6%	9.8%	-8.0%	-1.2%	x	-0.2%	-0.8%	u	2.6
COc1ccc(CN(C)C(=O)CCN2C(=O)c3ccccc3C2=O)c(OC)c1OC	11.9%	-1.9%	2.5%	2.3%	7.5%	x	-3.8%	-0.5%	-23.9%	0.7
Cc1cccc(NCc2cccc3ccccc23)n1	-3.9%	x	1.1%	22.9%	-7.1%	1.6%	-0.7%	-1.2%	-53.1%[inhibitor]	5.5
N#CCCN(Cc1cccnc1)C(=O)c1sc2cc(F)ccc2c1Cl	x	-1.7%[46.1 µM]	x	10.4%	6.7%	0.8%	1.4%	8.5%	6.3%	-6.1
c1cc(CNCCN2CCNCC2)ccn1	x	-1.7%	x	x	x	x	55.7%[activator]	-0.2%	15.1%	x
O=C1c2cccc3c(O)ccc(c23)C(=O)N1Cc1ccccc1	49.5%[activator]	-9.7%	10.3%	u	17.8µM*	22.6%	u	-3.0%	-56.2%[inhibitor]	-44.8
